# Assay outcomes deposited in PubChem by several laboratories.
# MazEF act: increases E. coli MazEF RNase cleavage of RNA | FAM/BHQ RNA-DNA oligo cleavage fluorescence, 5 h | activation, % at 20 µM | P0AE70 | actives 0.32% (n = 350,000); in the data active means activation above about 50%
# Target sequence (P0AE70 whole entry, looked up): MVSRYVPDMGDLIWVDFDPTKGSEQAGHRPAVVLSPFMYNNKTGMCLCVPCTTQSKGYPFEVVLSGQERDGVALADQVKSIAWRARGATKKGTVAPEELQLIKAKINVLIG
# Yp Topo-I inh: blocks Yersinia pestis topoisomerase I activity; Y. pestis Topo-I cleavage product accumulation, plate reader; activity, % at 10 µM; actives 0.064% (n = 360,000); AID 504884; in the data active means activity above about 50%, passing the limit was not always enough; further: inactives centre near 2
# CCHF vOTU inh: blocks the CCHF virus ovarian tumor domain protease; CCHFV vOTU protease, Pep-AMC fluorescence; inhibition, % at 11.5 µM; actives 0.55% (n = 370,000); in the data active means inhibition above about 30%; further: 0% = vehicle wells with enzyme and 100% = no enzyme wells
# DUSP3 inh: inhibitors of human VHR1 phosphatase (DUSP3); P51452; recombinant VHR phosphatase, pNPP absorbance; inhibition, % at 13.3 µM; actives 0.52% (n = 290,000); AID 1654; in the data active means inhibition above about 50%; further: some compounds called inactive have numbers as strong as hits
# Target sequence (P51452 whole entry, looked up): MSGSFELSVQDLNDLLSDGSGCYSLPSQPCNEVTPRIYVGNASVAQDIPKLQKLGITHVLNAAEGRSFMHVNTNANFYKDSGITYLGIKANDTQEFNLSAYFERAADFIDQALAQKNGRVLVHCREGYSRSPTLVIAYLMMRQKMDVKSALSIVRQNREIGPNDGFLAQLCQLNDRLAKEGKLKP
# TcdB GH inh: TcdB glycohydrolase inhibition. P18177. TcdB glycohydrolase enzymatic assay, plate reader. inhibition, % at 9.99 µM. actives 0.24% (n = 350,000). AID 652162; in the data active means inhibition above about 10%
# SARS 3CLpro inh: SARS-CoV 3CLpro protease inhibition | P0C6X7 | recombinant SARS-CoV 3CLpro, quenched FRET peptide cleavage | inhibition, % at 6 µM | actives 0.14% (n = 290,000) | AID 1706; in the data active means inhibition above about 12%
# PrPC TRFRET: reduces human prion protein on the cell surface; cell surface PrPC, TR-FRET read-out; inhibition, % at 13.8 µM; actives 0.43% (n = 370,000); AID 720596; in the data active means inhibition above about 24%; further: 0% = median of the test wells and 100% = reference compound wells
# Vc quorum ag: quorum light induction in luxS cqsA deficient V. cholerae. V. cholerae BH1578 lux reporter, luminescence, 6 h. activation, % at 18.7 µM. actives 0.16% (n = 350,000); in the data active means activation mostly above about 9.7%, no sharp cut-off; further: not every result past the cut was called active; inactives centre near 0; reference of the scale not given here
# PriA SSB inh: K. pneumoniae PriA-SSBct interaction inhibition; AlphaScreen SSBct-PriA binding, biotinylated peptide; inhibition, % at 33 µM; actives 0.6% (n = 430,000); AID 1272365; in the data active means inhibition mostly above about 37%, no sharp cut-off; inactive means mostly below about 20%;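 further: plate controls were negative control peptide for no effect and reference peptide for full effect; strong numbers were not always called active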
# Rv3671c inh: Rv3671c (M. tuberculosis) protease inhibition. P9WHR9. inhibition, % at 5.96 µM. actives 0.048% (n = 320,000); in the data active means inhibition above about 38%;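 further: extracellular domain of Rv3671c used as enzyme; 0% = enzyme with DMSO and 100% = no enzyme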
# Target sequence (P9WHR9 whole entry, looked up, the tested form may be a part): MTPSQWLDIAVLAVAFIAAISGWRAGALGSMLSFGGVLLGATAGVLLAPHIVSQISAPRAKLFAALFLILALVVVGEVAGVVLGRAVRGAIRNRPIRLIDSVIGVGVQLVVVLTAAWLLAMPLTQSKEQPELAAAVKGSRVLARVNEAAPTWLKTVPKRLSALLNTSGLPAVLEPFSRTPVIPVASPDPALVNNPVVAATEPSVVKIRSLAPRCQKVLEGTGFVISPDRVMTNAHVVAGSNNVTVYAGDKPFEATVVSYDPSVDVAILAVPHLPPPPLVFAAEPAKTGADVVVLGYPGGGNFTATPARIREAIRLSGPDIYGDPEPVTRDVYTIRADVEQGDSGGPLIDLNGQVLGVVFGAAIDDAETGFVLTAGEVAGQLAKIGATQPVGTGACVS
# The depositor's hits bear a star; i = inactive; / = not tested or not shown; & = joins results of further samples. Not all compounds are listed. The share of hits here may be higher or lower than overall.
structure,MazEF act,Yp Topo-I inh,CCHF vOTU inh,DUSP3 inh,TcdB GH inh,SARS 3CLpro inh,PrPC TRFRET,Vc quorum ag,PriA SSB inh,Rv3671c inh
CNC(=O)COc1coc(CN2CCN(c3ccccc3OC)CC2)cc1=O,8,0,8,20,-0.7,-4,0,-0.3,-7,1
CC(C)CNC(=O)c1cc(-c2ccc3c(c2)OCO3)on1,1,9,-6,6,2.3,-1,-1,i,-5,0
Cc1ccc(OCC(=O)NNC(=O)c2ccc3c(=O)n4c(nc3c2)CCC4)cc1,0,-3,-10,/,0.2,/,1,-1.2,-21,0
O=S(=O)(c1ccc2ccccc2c1)N1CCN(C2CCN(Cc3ccccc3)CC2)CC1,2,2,-5,42,/,3,-6,i,-7,0
CCOc1cc(/C=C/c2ccc3cccc([N+](=O)[O-])c3n2)cc(Cl)c1O,11,5,7,17,/,1,-16,-0.3,3,9
COc1cc2c(cc1OC)C(c1cc(OC)c(OC)cc1[N+](=O)[O-])N(C(C)=O)CC2 (stereo unspecified),0,5,15,20,0.2,0,-12,-2.2,-10,-4
O=S(=O)(Nc1ccc2c(c1)OCCO2)c1cnc[nH]1,2,-2,-2,22,/,6,-1,-6.7,0,0
Cc1c(C)[n+](=O)c(-c2cccs2)c(C)n1[O-],0,5,8,0,/,-1,-10,i,-9,4
CC(=O)OCC12COC3c4ccccc4OC(C)(CC1C)C3C2C (stereo unspecified),0,6,1,22,0.2,-1,3,-0.4,-28,-1
Oc1ccc(Cn2ccnc2)c2cccnc12,-16,5,-12,15,-18,2,2,-0.3,99*,-4
O=C(CSC1=NS(=O)(=O)c2cc(Cl)ccc2N1)Nc1ccccc1F,-10,5,4,/,1.9,/,-3,i,-7,-2
C#CCN[C@H](C)Cc1ccccc1,-7,2,0,/,1.1,/,4,0.1,-5,7
CCCCN(C)CCC(=O)Nc1ccc(F)c(F)c1,3,-3,6,-7,/,3,-3,-0.1,-9,-3
Cc1cc(C)c(NC(=O)Cn2c([N+](=O)[O-])cnc2C)c(C)c1,-2,-3,6,-9,0.7,-7,0,i,-1,2
O=C(CS(=O)(=O)c1ccccc1)N1CCN(c2ccccc2)CC1,-1,9,-6,/,1.1,/,-1,i,-3,3
COc1ccc(-c2nnnn2C)cc1S(=O)(=O)Nc1ccc(C)cc1C,4,4,-7,48,1.9,3,2,-0.3,0,-8
COC(=O)c1ccc(NC(=S)NC(=O)c2c(-c3ccccc3)noc2C)cc1,3,13,6,14,0.9,4,3,i,-4,0
O=C(COc1ccc2c3c(c(=O)oc2c1)CCCC3)NCCCn1ccnc1,10,11,4,16,0.7,-6,-3,-0.2,9,-3
COc1ccc(C(=O)OCC(=O)Nc2ccc(OC)c(S(=O)(=O)N3CCCCC3)c2)cc1[N+](=O)[O-],4,14,12,/,1.6,/,-13,-5.0,-9,/
CC1CC(OCC(O)C[N+]2(C)CCOCC2)CC(C)(C)C1 (stereo unspecified),3,1,-3,11,1.5,-2,-7,-2.0,-6,-8
COc1ccc(N/C(=N/c2nc(C)cc(C)n2)NC(=O)Nc2ccc(Cl)c(Cl)c2)c(OC)c1,-4,-8,0,-2,0.4,0,-8,-0.2,/,2
Cc1ccc2nc(Cl)c(C#N)cc2c1,3,-1,-5,-6,-2.3,-2,-2,-1.3,-18,6
O=S(=O)(c1ccc(Br)cc1)c1nc(-c2ccco2)oc1NCCCn1ccnc1,-1,1,0,/,0.6,/,-7,-1.8,-6,/
OCCN(Cc1ccccc1)CC1CC=CCC1 (stereo unspecified),-4,4,9,9,/,-3,-5,i,-20,6
CCCCCC(O)c1cccc(OCc2ccc3ccccc3n2)c1 (stereo unspecified),-8,13,27,1,1.2,-1,5,4.3,-16,-15
CCCN(CC(=O)Nc1ccccc1C)C(=O)c1nn(CC)c(=O)c2ccccc12,7,5,-3,/,0.8,/,-4,i,-3,1
CC(=O)Nc1c(O)[nH]c2ccccc12,2,0,1,10,/,-4,-3,i,0,3
O=C(N/N=C/c1coc2ccccc2c1=O)c1cn(-c2ccccc2)nc1-c1ccccc1,-2,-9,-4,12,-0.5,-2,-1,0.1,/,-13
Cn1nc(-c2ccccc2)cc1NS(=O)(=O)c1ccccc1,3,1,-10,-14,-0.2,1,4,-0.7,1,1
Cc1ccc2nc(C)cc(N/N=C/c3ccccc3O)c2c1,-3,12,-19,-23,-7.8,1,6,0.8,/,2

# Part of the list above in order of molecular weight, low to high.
structure,MazEF act,Yp Topo-I inh,CCHF vOTU inh,DUSP3 inh,TcdB GH inh,SARS 3CLpro inh,PrPC TRFRET,Vc quorum ag,PriA SSB inh,Rv3671c inh
CC(=O)Nc1c(O)[nH]c2ccccc12,2,0,1,10,/,-4,-3,i,0,3
Cc1ccc2nc(Cl)c(C#N)cc2c1,3,-1,-5,-6,-2.3,-2,-2,-1.3,-18,6
OCCN(Cc1ccccc1)CC1CC=CCC1 (stereo unspecified),-4,4,9,9,/,-3,-5,i,-20,6
Cc1ccc2nc(C)cc(N/N=C/c3ccccc3O)c2c1,-3,12,-19,-23,-7.8,1,6,0.8,/,2
CC1CC(OCC(O)C[N+]2(C)CCOCC2)CC(C)(C)C1 (stereo unspecified),3,1,-3,11,1.5,-2,-7,-2.0,-6,-8
Cc1cc(C)c(NC(=O)Cn2c([N+](=O)[O-])cnc2C)c(C)c1,-2,-3,6,-9,0.7,-7,0,i,-1,2
Cn1nc(-c2ccccc2)cc1NS(=O)(=O)c1ccccc1,3,1,-10,-14,-0.2,1,4,-0.7,1,1
CCCCCC(O)c1cccc(OCc2ccc3ccccc3n2)c1 (stereo unspecified),-8,13,27,1,1.2,-1,5,4.3,-16,-15
O=C(CS(=O)(=O)c1ccccc1)N1CCN(c2ccccc2)CC1,-1,9,-6,/,1.1,/,-1,i,-3,3
COc1ccc(-c2nnnn2C)cc1S(=O)(=O)Nc1ccc(C)cc1C,4,4,-7,48,1.9,3,2,-0.3,0,-8
O=C(COc1ccc2c3c(c(=O)oc2c1)CCCC3)NCCCn1ccnc1,10,11,4,16,0.7,-6,-3,-0.2,9,-3
CCCN(CC(=O)Nc1ccccc1C)C(=O)c1nn(CC)c(=O)c2ccccc12,7,5,-3,/,0.8,/,-4,i,-3,1
O=C(N/N=C/c1coc2ccccc2c1=O)c1cn(-c2ccccc2)nc1-c1ccccc1,-2,-9,-4,12,-0.5,-2,-1,0.1,/,-13
COc1ccc(N/C(=N/c2nc(C)cc(C)n2)NC(=O)Nc2ccc(Cl)c(Cl)c2)c(OC)c1,-4,-8,0,-2,0.4,0,-8,-0.2,/,2

# Following part:
structure,MazEF act,Yp Topo-I inh,CCHF vOTU inh,DUSP3 inh,TcdB GH inh,SARS 3CLpro inh,PrPC TRFRET,Vc quorum ag,PriA SSB inh,Rv3671c inh
Cc1[nH][nH]c(=O)c1/C=N/N1CCOCC1,-9,2,5,21,-1.8,0,-2,6.7,/,8
CC(=O)Nc1ccc(/C=N/NC(=O)c2cc3ccccc3nc2C)cc1,17,0,3,11,-0.5,3,3,-0.6,/,-3
COc1ccccc1-c1nc2c3ccccc3nc(=S)n2[nH]1,8,2,2,74,-0.4,-2,5,-1.8,4,-10
COc1ccccc1NC(=O)CCC(=O)OCc1ccc([N+](=O)[O-])cc1,-7,-4,-11,12,-0.1,6,-8,-0.5,-12,-7
O=C(NC(c1ccc(-c2ccccc2)cc1)c1cnccn1)C1CCN(CCOc2ccc(Cl)cc2Cl)CC1 (stereo unspecified),/,18,-8,/,-2.1,/,-6,-0.3,/,/
Cc1ccccc1CC(=O)N1CCN(C(=O)C2CCCO2)CC1 (stereo unspecified),1,3,1,10,0.4,1,0,5.3,7,5
CCOC(=O)CCN(Cc1sccc1C)S(=O)(=O)c1ccc(F)cc1,-8,37,10,23,/,-4,3,i,-44,-3
CC(C)c1ccccc1OCC(=O)Nc1cc(S(=O)(=O)N2CCOCC2)ccc1N1CCCC1,-2,43,3,/,1.6,/,-2,-2.9,11,-11
CN(C(=O)COC(=O)c1ccccc1Nc1ccccc1)C1CCS(=O)(=O)C1 (stereo unspecified),-4,31,1,29,/,1,-6,-0.3,-14,-9
Cc1nn(C)c(NC(=O)c2ccccc2Cl)c1Br,-1,-2,-3,34,-4.5,6,-5,-0.5,-8,-1

# Shown with values under each structure: part of the list above.
# Results follow in this order: MazEF act | Yp Topo-I inh | CCHF vOTU inh | DUSP3 inh | TcdB GH inh | SARS 3CLpro inh | PrPC TRFRET | Vc quorum ag | PriA SSB inh | Rv3671c inh
> COc1ccccc1-c1nc2c3ccccc3nc(=S)n2[nH]1
→ 8 | 2 | 2 | 74 | -0.4 | -2 | 5 | -1.8 | 4 | -10
> O=C(NC(c1ccc(-c2ccccc2)cc1)c1cnccn1)C1CCN(CCOc2ccc(Cl)cc2Cl)CC1 (stereo unspecified)
→ / | 18 | -8 | / | -2.1 | / | -6 | -0.3 | / | /

# Additional structures
structure,MazEF act,Yp Topo-I inh,CCHF vOTU inh,DUSP3 inh,TcdB GH inh,SARS 3CLpro inh,PrPC TRFRET,Vc quorum ag,PriA SSB inh,Rv3671c inh
CC(C)OC(=O)c1cc2ccccc2oc1=O,3,5,-15,35,/,5,5,-5.0,-3,-6
Cc1ccccc1C(=O)N1CCN(c2ccc(NC(=O)c3ccc([N+](=O)[O-])o3)cc2)CC1,6,1,0,7,0.0,-1,4,-0.5,7,2
NS(=O)(=O)c1ccc(NC(=O)CSc2nnc(Cc3cccs3)n2-c2ccccc2)cc1,-6,1,6,17,/,3,0,/,-12,0
O=C(c1cc2c(cc1Br)OCCCO2)N1CCCCC1,5,4,7,-4,/,-2,-2,-0.3,-11,-7
N#C/C(=C\c1ccc(F)c(Cl)c1)S(=O)(=O)c1ccccn1,-4,-5,-15,10,-0.9,5,-5,-0.4,-1,5
CN(C)C(=O)COC(=O)c1ccccc1NC(=O)c1ccco1,5,-4,-10,9,-0.8,1,-6,/,-2,-2
O=C1NC(Cc2ccc(O)cc2)c2nc3ccccc3c(=O)n2-c2ncccc21 (stereo unspecified),5,2,-3,/,3.4,/,-6,-0.5,/,/
CN1CCN(CCCNC(=O)c2cn(C3CCCCC3)c(=O)c3c2c2ccccc2n3C)CC1,-7,-2,-12,25,/,1,3,-0.8,-1,-2
CS(=O)(=O)N1CC(C(=O)O)Oc2ccc(CC(=O)O)cc21 (stereo unspecified),-30,6,-4,0,-0.2,-1,-7,-0.1,-4,-2
C=CCN1C(=O)CSc2ccc(C(=O)NCc3ccc(F)cc3)cc21,4,1,8,12,-12,-5,7,0.9,-16,-10
CCOC(=O)CC(NC(=O)Cn1nnc(-c2ccccc2F)n1)c1ccccc1Cl (stereo unspecified),-6,-1,-2,10,0.6,4,1,i,-8,-3
CC(=O)c1cc2ccc(O)cc2oc1=O,-26,27,-237,17,1.0,1,10,-4.2,0,-2
COC(=O)C1CCN(C(=O)COc2ccc(Cl)cc2)CC1,4,1,-14,10,/,5,-8,-11,-1,-10
Cc1ccc(NC(=O)COC(=O)C2CCC2)cc1S(=O)(=O)N1CCCCC1,-2,9,-5,/,1.7,/,-2,-0.7,-19,-1
COC(=O)[C@H](Cc1ccccc1)NC(=O)c1cc(COc2c(F)cccc2F)on1,-24,19,12,2,-2.1,-2,-2,-0.2,1,4
Cc1ccccc1NC(=O)C1CC(=O)N(c2ccccc2F)C1 (stereo unspecified),11,-2,17,-11,/,4,4,-1.0,-6,5
Cc1ccc(C)c(CN2C(=O)C(C)Oc3ccc(C)cc32)c1 (stereo unspecified),-6,3,-17,25,/,-7,9,-2.4,-2,9
C=CCc1c(C)nc2cc(-c3ccc(C)cc3)[nH]n2c1=O,9,6,0,11,-1.0,1,12,-0.7,-20,10
Cc1ccc(-c2cn(CCN)c(-c3ccc(Cl)nc3)n2)cc1,2,14,6,/,-0.2,/,-12,-0.6,-6,-6
CC(=O)Nc1cccc(NC(C)=O)n1,-1,-3,0,22&-18,/,3&0,7,i,-14,1
Brc1ccc(CSc2ncnc3nc[nH]c23)cc1,5,-1,-1,-1,0.7,1,14,-0.2,-4,-3
CC(C)(C)c1ccc(C(=O)c2c[nH]c(C(=O)NCc3cccnc3)c2)cc1,8,-10,1,4,/,-5,15,-0.2,3,-5
